Assay outcomes from PubChem BioAssay.
Nrf2 block: blocks Nrf2 signaling. A549 ARE-Fluc reporter, luciferase luminescence, 18-24 h. Potency, µM (doses to about 46 µM), for inactives: at the highest dose activity change, negative = inhibition, usual class: inhibitors. actives 2.1% (n = 360,000). AID 504444; further: potency means the concentration at half of the fitted maximal effect; on the % scale 0 is the no-effect control and ±100 the full control effect; nearly all actives have a fitted effect of over 60% in size
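A549 ARE_Fluc cells, 5000/well, 5% FBS OPTI-MEM; compounds in dose-response, 18-24 h at 37 °C/5% CO2; CellTiter-Fluor viability read (Ex 405/Em 525), then BugLite luciferase luminescence = Nrf2 activity.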
Nrf2 ARE act: Nrf2 pathway activation; AREc32 ARE-luciferase reporter (MCF7-derived line), luminescence, 24 h; Potency, µM (doses to about 46.1 µM), without a hit: at the highest dose activation, hits mostly activators; actives 0.31% (n = 410,000); AID 624171; further: potency means the concentration at half of the fitted maximal effect; % of control where 0% means no effect; nearly all actives have a fitted effect of over 65% in size
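AREc32 cells carrying an ARE-driven firefly luciferase, 1000 cells/well in OPTI-MEM with 5% FBS, dosed after overnight attachment and incubated 24 hr at 37 deg C. Steady-Glo luminescence read after 30 min at RT.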
Abeta rescue: compounds reversing amyloid beta toxicity in yeast; yeast expressing A-beta42, growth rescue, OD600, 48 h; response scale: 0% DMSO, 100% iron-clioquinol control; Potency, µM (highest dose often 46.1 µM), for the others: at the highest dose growth rescue, usual class: activators; actives 0.063% (n = 410,000); AID 1347071; further: potency means the concentration at half of the fitted maximal effect; nearly all actives have a fitted effect of over 55% in size
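Growth rescue measured by 600 nm absorbance after 48 h yeast culture at 30 C with compound. Values normalized between DMSO and an equimolar ferric chloride plus clioquinol control.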
CCT chaperon mod: modulators of cytosolic chaperonin (CCT/TRiC) activity; activity change, % (concentration not given with the values), hits read low; actives 0.3% (n = 360,000); purified chaperonin ATPase assay, HTRF ADP detection, 30 min; in the data active means activity change below about -30%; further: on the % scale 0 is the no-effect control and ±100 the full control effect
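TRiC (40 or 20 nM final, by batch activity) in 30 mM Tris pH 7.4, 100 mM KCl, 5 mM MgCl2, 1 mM DTT was treated with compound at 76 uM single dose, then 10 uM ATP, 30 min at 37 °C. ADP was read by HTRF Transcreener.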
Akt phos inh: Akt phosphorylation inhibition; AID 651550; actives 0.32% (n = 360,000); activity change, % for hits at 50 µM; Neuro2A IGF-stimulated pAkt S473 HTRF, 20 min; stronger effect = lower value; in the data active means activity change below about -80%; inconclusive means mostly about -51% to -80%; further: on the % scale 0 is the no-effect control and ±100 the full control effect
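Single-point screen (50 µM final compound) in Neuro2A cells stimulated 20 min with 6 nM IGF at 37 deg C. After lysis, Ser473-phosphorylated Akt read by HTRF (ex 330 nm, em 615/665 nm) as the 665/615 ratio.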
TGFb SMAD3 inh: TGF-b pathway inhibition | Potency, µM (doses to about 46.1 µM), without a hit: at the highest dose activity, negative = inhibition, hits mostly inhibitors | actives 1.2% (n = 410,000) | HepG2 CAGA-GFP TGF-b/SMAD3 reporter, GFP fluorescence, 18 h; TGF-beta stimulated, 500 pg/mL final; further: potency means the concentration at half of the fitted maximal effect; on the % scale 0 is the no-effect control and ±100 the full control effect; nearly all actives have a fitted effect of over 65% in size
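Inhibition of TGF-beta-driven CAGA-GFP reporter expression in HEPG2 cells is measured by cellular GFP fluorescence after 18 h stimulation with 500 pg/mL recombinant TGF-beta in 1% FBS medium at 37 degrees C.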
Mm-Cpn inhibitor: blocks the Methanococcus maripaludis chaperonin Mm-Cpn. purified Mm-Cpn ATPase, ADP Transcreener TR-FRET. Potency, µM (highest dose often 76.9 µM), for the others: at the highest dose activity, negative = inhibition, hits mostly inhibitors. actives 0.031% (n = 330,000). AID 504842; further: potency means the concentration at half of the fitted maximal effect; on the % scale 0 is the no-effect control and ±100 the full control effect; nearly all actives have a fitted effect of over 80% in size
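Quantitative HTS used 25 nM Mm-CPN and 10 uM ATP in magnesium/KCl Tris buffer, pH 7.4, with 1 mM DTT. Hydrolysis ran 30 min at 37°C; ADP was read by HTRF.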
A549 viability: A549 cytotoxicity, counter-screen for Nrf2 inhibitors; A549 ARE-Fluc cells, CellTiter-Fluor viability, 18-24 h; Potency, µM (doses to about 46 µM), inactives show at the highest dose activity change, negative = cytotoxicity, actives largely listed as inhibitors; actives 0.16% (n = 390,000); further: potency means the concentration at half of the fitted maximal effect; on the % scale 0 is the no-effect control and ±100 the full control effect
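A549 ARE_Fluc cells in 5% FBS OPTI-MEM were exposed to compounds in concentration-response for 18-24 h at 37 deg C. Viability was read by CellTiter-Fluor fluorescence (Ex 405/Em 525) after 30 min, before the luciferase read.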
HepG2 tox: counter-screen for TGF-b inhibitors: cytotoxicity in HepG2 cells; AID 588856; HepG2 CAGA-GFP viability, ATP luminescence, 18 h; Potency, µM (series often up to 46.1 µM), for inactives: at the top dose activity change, negative = cytotoxicity, actives largely listed as cytotoxic; actives 0.76% (n = 410,000); further: potency means the concentration at half of the fitted maximal effect; some results filed as inactive show a strong effect at the top dose
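HepG2 CAGA-GFP cells (1000/well, DMEM with 1% FBS) received compound, then TGF-beta at 500 pg/mL final, and were incubated 18 hours at 37 degrees C. Viability was read by CellTiter-Glo luminescence. Media-only wells were set as complete cell-killing and DMSO as no toxicity.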
An asterisk follows results filed as active; i = inactive; ? = inconclusive; · = not tested or not shown; [ ] = remark or other dose. Unless noted, the call rests on the fitted dose curve; in most records, active means well fitted curve in the direction sought with a large enough effect; inconclusive means small, poorly fitted or top-dose-only effect, or another doubt; inactive means no such curve, though single readings can be large; an effect the other way counts as inactive or inconclusive. Compounds were not picked by outcome; about 4.3% have a hit in one of these screens.

nr	Compound	CCT chaperon mod	Akt phos inh	Nrf2 block	TGFb SMAD3 inh	HepG2 tox	A549 viability	Nrf2 ARE act	Abeta rescue	Mm-Cpn inhibitor
1	O=C1NC(Cc2ccccc2)C(=O)N1Cc1ccccc1 (stereo not drawn)	-1.4	i	-6%	9%	-2%	1%	-0.4%	6%	·
2	CCOc1ccc(OCc2ccc(C(=O)NC(C)C)o2)cc1	-4.9	i	?	-4%	-19%	16%	5.8%	-14%	-4%
3	COc1ccc(NC(=O)C(=O)Nc2ccc3nc4n(c(=O)c3c2)CCCCC4)c(OC)c1	·	·	8%	25%	14%	1%	0.3%	-1%	·
4	Cc1ccc(-n2c(C)nnc2SCC(=O)N(C)C2CCS(=O)(=O)C2)cc1 (stereo not drawn)	1.6	i	7%	19%	5%	-5%	-0.8%	7%	2%
5	COc1ccccc1NC(=O)C1=C(C)Nc2c(C(=O)Nc3cccc(C)c3)cnn2C1c1ccccc1C (stereo not drawn)	·	·	18%	-2%	-3%	-9%	-1.0%	-7%	·
6	CCOC(=O)N1CCN(CC(=O)c2ccc3c(c2)CCN3)CC1	1.1	i	23%	27%	6%	3%	-1.0%	-2%	1%
7	Brc1cccc(OCCN2CCc3ccccc3C2)c1	2.0	i	-1%	-23%	-23%	20%	2.5%	-13%	0%
8	COc1cccc(N2CCN(C(=S)Nc3ccccc3OC)CC2)c1	0.5	i	2%	16%	1%	-8%	2.9%	0%	-3%
9	Cc1ccc(OCc2nnc(SCC(=O)Nc3ccc(N4CCOCC4)cc3)o2)cc1	-0.7	i	5%	-13%	-13%	-5%	-0.7%	-5%	0%
10	COc1ccc(NC(=O)CN(c2ccccc2F)S(=O)(=O)c2ccc(C)cc2)c(OC)c1	0.5	i	-7%	1%	-36%	-1%	0.6%	16%	0%
11	CC1CC2C3CCC4=CC(=O)C=CC4(C)C3(F)C(O)CC2(C)C1(O)C(=O)CO (stereo not drawn)	-0.4	i	?	10%	-11%	-12%	0.4%	6%	-4%
12	Cc1cc(/C=N/NC(=O)CC#N)c(C)n1-c1ccc([N+](=O)[O-])cc1	2.5	i	-1%	?	-5%	0%	3.5%	10%	0%

Remaining list, next part.
nr	Compound	CCT chaperon mod	Akt phos inh	Nrf2 block	TGFb SMAD3 inh	HepG2 tox	A549 viability	Nrf2 ARE act	Abeta rescue	Mm-Cpn inhibitor
13	CCCCNC(=O)COC(=O)c1c2c(nc3ccccc13)/C(=C\c1cccs1)CC2	0.3	i	?	?	-19%	?	3.4%	-1%	·
14	Cc1cccc(NC(=O)Cn2c(=O)n(CCCCCC(=O)NCc3ccccc3)c(=O)c3sccc32)c1	·	·	?	?	-47%	-11%	-1.0%	3%	·
15	COc1cccc(C(=O)N2CCC[C@@H]2C(=O)N2CCC[C@H]2C(=O)NCc2ccncc2)c1	-0.4	i	·	·	·	·	-0.7%	-8%	·
16	COc1ccc(-c2cc(C(=O)NN)[nH]n2)cc1	0.6	i	5%	20%	10%	-1%	0.3%	-6%	-1%
17	Nc1ccc2c(c1)C(=O)c1ccc(N)cc1-2	-62*	i	2%	0%	-7%	-2%	6.0%	8%	·
18	COc1ccc(NC(=O)CSc2ccc3nnc(-c4ccccn4)n3n2)cc1	-2.4	i	-10%	-6%	12%	-5%	-0.5%	0%	-5%
19	C=CCOc1ccc(/C=C2\SC(N3CCCCC3)=NC2=O)cc1	0.7	i	-16%	9%	-2%	-8%	1.7%[9.22 µM]	2%	-26%
20	Cc1ccc2nc(SCC(=O)N3CCCc4ccccc43)nc(=O)n2c1	-2.5	i	-15%	4%	18%	3%	-0.7%	-8%	·
21	CC(=O)C1=C(Nc2ccc(C)cc2)CC(C)(O)C(C(C)=O)C1c1ccco1 (stereo not drawn)	1.0	i	9%	1%	5%	-2%	-0.2%	-3%	0%
22	COc1cc(OC)cc(C(=O)N[C@H](C(=O)OCC(=O)c2ccc(C)c([N+](=O)[O-])c2)C(C)C)c1	-0.6	i	13%	?	-12%	2%	1.2%	-1%	-3%
23	Cc1cnc(C)c(Nc2nc(C(N)Cc3ccccc3)cs2)n1 (stereo not drawn)	-2.2	i	·	0%	-60%	·	3.9%	-7%	·
24	O=C(Nc1ccc2c(c1)OCO2)N1CCN(C/C=C/c2ccccc2)CC1	-2.2	-83%*	-16%	-27%	0%	0%	0.0%	4%	-5%

Continuation:
nr	Compound	CCT chaperon mod	Akt phos inh	Nrf2 block	TGFb SMAD3 inh	HepG2 tox	A549 viability	Nrf2 ARE act	Abeta rescue	Mm-Cpn inhibitor
25	COc1ccc(CNC(=O)Cc2c(C)c3cc4c(C)coc4c(C)c3oc2=O)cc1OC	·	·	16%	-1%	-8%	1%	-1.0%	-13%	·
26	O=C(O)CC(c1cccc(Cl)c1)n1cccc1 (stereo not drawn)	-0.8	i	-1%	-3%	-2%	-1%	-0.1%	-4%	-1%
27	O=[N+]([O-])c1ncn(Cc2ccccc2Cl)n1	-1.8	i	16%	7%	6%	0%	-0.1%	10%	0%
28	O=C(N/N=C\c1coc2ccccc2c1=O)c1ccco1	-0.3	i	2%	-29%	-28%	1%	14%	-42%[inhibitor]	0%
29	O=C(CSc1nc2ccccc2nc1SCC(=O)N1CCOCC1)N1CCOCC1	0.8	·	0%	-13%	14%	2%	-0.8%	22%	-1%
30	COc1cc2c(cc1OC)CN(C(=S)Nc1ccc(Cl)cc1)CC2	-0.1	i	1%	-13%	-18%	0%	2.9%	18%	1%
31	Cc1nc(C(=O)Nc2ccc(Cl)cc2)sc1C1(C)CC(c2cccc([N+](=O)[O-])c2)=NO1 (stereo not drawn)	0.4	i	-29%	-24%	0%	1%	0.1%	-8%	·
32	COc1ccccc1NC(=O)C(C)OC(=O)CC1CCCC1 (stereo not drawn)	0.2	i	3%	5%	2%	2%	0.3%	4%	-2%
33	CC(C)Cc1cc(C(=O)N2CCCC(CO)(Cc3ccc(F)cc3F)C2)n[nH]1 (stereo not drawn)	1.0	i	0%	-21%	-19%	1%	2.9%	·	-1%
34	O=[N+]([O-])c1cc(S(=O)(=O)N2CCCCCC2)ccc1Cl	-1.3	i	-8%	0%	-3%	-17%	?	-6%	-3%
35	O=C(C1CC1)N1CCN=C1SCc1ccccc1Cl	-0.7	i	-29%	1%	-18%	-1%	-0.7%	8%	3%
36	Cc1cc(NC(=O)CC(C)C)c(=O)n(Cc2cccc(F)c2)c1	0.0	i	?	-13%	-22%	5%	2.5%	-15%	4%

(next part)
nr	Compound	CCT chaperon mod	Akt phos inh	Nrf2 block	TGFb SMAD3 inh	HepG2 tox	A549 viability	Nrf2 ARE act	Abeta rescue	Mm-Cpn inhibitor
37	C/C(=N\NC1=NCCN1)c1ccc(Cl)cc1	-3.2	i	-2%	16%	3%	-1%	-0.5%	-9%	-1%
38	CCCCSc1nnc(CNC(=O)C23CC4CC(CC(C4)C2)C3)n1Cc1ccccc1	-0.1	i	-5%	?	-27%	-1%	6.5%	26%	3%
39	CCOc1cccc(CNn2cnnc2)c1OCc1ccccc1Cl	-12	i	0%	23%	1%	-2%	-0.8%	4%	1%
40	CCOC(=O)C1=CC[C@@H](c2ccc(F)cc2)N(S(=O)(=O)c2ccc(C)cc2)[C@H]1c1ccccc1	0.8	i	·	?	-11%	·	0.2%	6%	·
41	COc1ccc(-n2ccn3c(CCC(=O)N4CCN(c5cccc(C)c5C)CC4)nnc3c2=O)cc1	1.7	i	-20%	7%	-4%	0%	-0.7%	14%	2%

In the list so far, six contain an aryl thioether with sulfur outside any ring.
nr	Compound	CCT chaperon mod	Akt phos inh	Nrf2 block	TGFb SMAD3 inh	HepG2 tox	A549 viability	Nrf2 ARE act	Abeta rescue	Mm-Cpn inhibitor
4	Cc1ccc(-n2c(C)nnc2SCC(=O)N(C)C2CCS(=O)(=O)C2)cc1 (stereo not drawn)	1.6	i	7%	19%	5%	-5%	-0.8%	7%	2%
9	Cc1ccc(OCc2nnc(SCC(=O)Nc3ccc(N4CCOCC4)cc3)o2)cc1	-0.7	i	5%	-13%	-13%	-5%	-0.7%	-5%	0%
18	COc1ccc(NC(=O)CSc2ccc3nnc(-c4ccccn4)n3n2)cc1	-2.4	i	-10%	-6%	12%	-5%	-0.5%	0%	-5%
20	Cc1ccc2nc(SCC(=O)N3CCCc4ccccc43)nc(=O)n2c1	-2.5	i	-15%	4%	18%	3%	-0.7%	-8%	·
29	O=C(CSc1nc2ccccc2nc1SCC(=O)N1CCOCC1)N1CCOCC1	0.8	·	0%	-13%	14%	2%	-0.8%	22%	-1%
38	CCCCSc1nnc(CNC(=O)C23CC4CC(CC(C4)C2)C3)n1Cc1ccccc1	-0.1	i	-5%	?	-27%	-1%	6.5%	26%	3%
